HT1080NT lethal: kills 2HG-producing HT-1080-NT fibrosarcoma cells; HT-1080-NT fibrosarcoma viability, CellTiter-Glo ATP luminescence, 48 h; Potency, µM (top dose mostly 46.1 µM), inactives show at the top dose activity, negative = less viability, usual class: cytotoxic; 360,000 tested, 1.6% active; AID 686970;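 also: NT is the 2HG producing partner of a matched IDH1 knockdown line; potency is read from the fitted curve at half-maximal effect; 0% = DMSO-treated cells and -100% = media-only wells without cells; nearly all actives have a fitted effect of over 55% in size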
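A 48-hour cytotoxicity screen used HT-1080-NT cells plated 2 hours before compound delivery. ATP-based CellTiter-Glo luminescence measured viability, normalized to DMSO and no-cell controls.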
HT1080 IDH1KD tx: kills HT-1080 cells with IDH1 knockdown; HT-1080 IDH1 knockdown viability, ATP luminescence, 48 h; Potency, µM (series often up to 46.1 µM), for the others: at the highest dose activity, negative = toxicity, usual class: cytotoxic; AID 686971; 360,000 tested, 2% active;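 also: potency is read from the fitted curve at half-maximal effect; 0% = DMSO wells and -100% = cell-free medium wells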
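Luminescent ATP read-out (CellTiter-Glo, 10 min at room temperature) after 48 h compound exposure at 37 °C gave viability of IDH1-knockdown HT-1080 cells. Activity was normalised to DMSO and cell-free wells, then fitted as concentration-response curves.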
KB-V1 MDR tox: kills drug-selected multidrug resistant KB-V1 cells | KB-V1 MDR cells viability, CellTiter-Glo, 72 h | Potency, µM (highest dose often 46.1 µM), inactives show at the highest dose activity change, negative = cytotoxicity, most hits filed as cytotoxic | 400,000 tested, 3.4% active | AID 1347076; also: potency is read from the fitted curve at half-maximal effect; % is scaled to controls: 0 for no effect and ±100 for the full control effect; nearly all actives have a fitted effect of over 60% in size
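In this primary screen, KB-V1 cells overexpressing P-gp are incubated with library compounds (lowest to highest concentration) for 72 h at 37 degrees C before a luminescent ATP viability read.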
KB-3-1 cytotox: kills parental KB-3-1 adenocarcinoma cells; 400,000 tested, 1.4% active; Potency, µM (series often up to 46.1 µM), without a hit: at the top dose activity change, negative = cytotoxic, hits mostly cytotoxic; KB-3-1 viability, CellTiter-Glo ATP luminescence, 72 h; also: potency is read from the fitted curve at half-maximal effect; % is scaled to controls: 0 for no effect and ±100 for the full control effect; nearly all actives have a fitted effect of over 60% in size
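Parental KB-3-1 viability, qHTS format: 72 h compound exposure, 37 °C; CellTiter-Glo; media-only wells and DMSO plates as controls; concentration-effect fits on corrected data.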
SW480 rerep: inducers of DNA re-replication in SW480 colon cancer cells. 340,000 tested, 1.8% active. Potency, µM (highest dose often 46.1 µM), inactives show top-dose re-replication activation, actives largely listed as activators. SW480 DNA re-replication, Hoechst DNA content imaging, 48 h; also: potency is read from the fitted curve at half-maximal effect; % of control where 0% means no effect; nearly all actives have a fitted effect of over 55% in size
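250 cells/well; 23 nL cpd via pin tool; 48 hr, 37 C, 5% CO2; Hoechst 40 min; imager read of total nuclear intensity, ex 405/em 500-530 nm.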
ATXN2 expr inh: reduces ATXN2 reporter expression in HEK-293 cells. HEK-293 ATXN2-luciferase reporter, luminescence, 24 h. Potency, µM (highest dose often 57 µM), without a hit: top-dose activity change, negative = inhibition, hits mostly inhibitors. 360,000 tested, 0.72% active. AID 1745845; also: potency is read from the fitted curve at half-maximal effect; % is scaled to controls: 0 for no effect and ±100 for the full control effect; nearly all actives have a fitted effect of over 55% in size
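qHTS (up to 57 uM final) was run with 24 h compound exposure of reporter cells at 37 °C. Each well was multiplexed: SteadyGlo luminescence measured ATXN2-luciferase expression after a fluorogenic Gly-Phe-AFC viability readout (25 uM final).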
IL-1B inflam inh: blocks inflammasome-driven IL-1 beta release; AID 743279; 360,000 tested, 4.7% active; activity change, % at 57.5 µM; THP-1 LPS/ATP IL-1B secretion, AlphaLISA, 16 h; stronger effect = lower value; in the data active = activity change below about -50%; inconclusive = mostly about -30% to -49%; also: % is scaled to controls: 0 for no effect and ±100 for the full control effect
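Secreted IL-1B measured by AlphaLISA bead assay after 16 h compound exposure of THP-1 cells; compounds (final up to 57.5 uM) added 1 h before LPS (250 ng/mL) and ATP (1.25 mM) stimulation; lower signal means less secretion.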
WRN helicase inh: blocks human WRN helicase; Potency, µM (titrated, usually from 114 µM), inactives show at the highest dose activity change, negative = inhibition, actives largely listed as inhibitors; Q14191; WRN helicase unwinding, fluorescent forked duplex, kinetic; AID 651768; 360,000 tested, 0.46% active; also: potency is read from the fitted curve at half-maximal effect; % is scaled to controls: 0 for no effect and ±100 for the full control effect; nearly all actives have a fitted effect of over 55% in size
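Kinetic fluorescence helicase assay: unwinding of a quenched forked DNA duplex (100 nM final) with 2 mM ATP final raises red fluorescence (525/598 nm). Compounds sat 15 min at room temperature with 20 nM WRN beforehand.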
MCF10A rereplic: induces DNA re-replication in MCF 10a normal breast cells | AID 624296 | MCF 10A DNA re-replication, Hoechst nuclear intensity, 48 h | Potency, µM (series often up to 46.1 µM), for inactives: top-dose activity, positive = re-replication, most hits filed as activators | 350,000 tested, 2.9% active; also: potency is read from the fitted curve at half-maximal effect; % of control where 0% means no effect; nearly all actives have a fitted effect of over 50% in size
* hit, by the source's call; ? = inconclusive; . = not tested or not shown; & = joins results of further samples; [ ] = another dose, or the depositor's remark. Unless noted, calls follow the shape of the dose curve; as a rule, active = well fitted curve in the direction sought with a large enough effect; inconclusive = small, poorly fitted or top-dose-only effect, or another doubt; inactive = no such curve, though single readings can be large; an effect the other way counts as inactive or inconclusive.

| no. | structure | HT1080NT lethal | HT1080 IDH1KD tx | KB-V1 MDR tox | KB-3-1 cytotox | SW480 rerep | ATXN2 expr inh | IL-1B inflam inh | WRN helicase inh | MCF10A rereplic |
| --- | --- | --- | --- | --- | --- | --- | --- | --- | --- | --- |
| 1 | Cc1ccc(Cl)cc1NC1=NC(=S)N(C(C)C)C12CCCCC2 | -4% | -3% | ? | -3% | -3% | 3% | -23 | -9% | ? |
| 2 | CCCOc1ccc(F)cc1-c1cc(C(=O)NCc2cccc(Cl)c2)[nH]n1 | -24% | ? | 0% | 0% | . | -29% | -16 | -6% | . |
| 3 | C[C@@H](NC(=O)[C@@H]1CCCN1C(=O)[C@@H]1CCCN1C(=O)OC(C)(C)C)c1ccccc1 | 9% | 16% | -23% | 6% | . | 4% | 0 | 0% | . |
| 4 | CC1(C)Oc2nc3ccccc3n2/C1=C\C#N | -3% | -3% | 0% | -4% | -9% | 0% | 4 | -6% | 2% |
| 5 | CC(C)C[C@@H]1COc2cc(N(C)CCO)ccc2S(=O)(=O)N1 | 9% | 7% | ? | -1% | . | 14% | -11 | -6% | . |
| 6 | O=S(=O)(c1cc(Cl)cc(Cl)c1)N1CCCC1c1nc2ccccc2s1 (stereo unspecified) | 1% | 0% | -1% | -18% | -3% | -1% | 0 | -3% | 2% |
| 7 | CCCn1c(C)cc(=O)c2cc(NC(=O)c3ccccn3)ccc21 | -7% | -4% | ? | -18% | . | -9% | -23 | -2% | . |
| 8 | CN1CCN(C(=O)c2c(O)c3cccc4c3n(c2=O)CC4)CC1 | 13% | 20% | 9% | 4% | -14% | 3% | 11 | -7% | -1% |
| 9 | O=C(Cn1nc(C(F)(F)F)c2c1CCC2)N1CCN(c2ccccc2)CC1 | 10% | 9% | 16µM* | -2% | -5% | 4% | -8 | 5% | ? |
| 10 | COC(=O)[C@@H]1C[C@@H]2CC[C@@H](O)C[C@@H]2N1Cc1ccc(OC)cc1 | 14% | 2% | 0% | 8% | ? | 12% | 20 | 2% | -3% |
| 11 | CCOC(=O)C1(CCOc2ccccc2)CCN(Cc2nccn2CC)CC1 | -1% | -2% | 0% | 6% | -8% | -24% | -4 | 9% | ? |
| 12 | CC[C@@H]1CC=C[C@H]2[C@H]1C(=O)N(Cc1ccccc1)[C@H]2c1ccc(OC)c(Cl)c1 | -28% | ? | ? | ? | -7% | -7% | 25 | 3% | ? |
| 13 | Cc1cc(C)cc(NC(=O)Cn2nnc(C(=O)NCCc3ccccc3)c2N)c1 | 21% | 5% | 14%&23% | 14%&-2% | ? | 5%&-21% | 0 | -9%[11.6 µM] | ? |
| 14 | CCOC(=O)N1CCN(C(=O)CSc2ccc3nnc(CCNC(=O)c4ccccc4)n3n2)CC1 | -1% | 1% | 3% | 1% | -7% | 11% | 3 | 1% | 6% |
| 15 | COc1cc(C(=O)NCc2nnc(SCC(=O)N3CCCCCC3)o2)cc(OC)c1OC | 3% | 11% | 2% | 1% | -1% | 5% | 4 | 3% | 6% |
| 16 | CCOC(=O)c1ccc(Cl)c(S(=O)(=O)N2CCCC2)c1 | 2% | -16% | -20% | 4% | -4% | -29% | 14 | 15%[57.1 µM] | -4% |
| 17 | Cc1cccc(C(=O)Nc2ccc(N3CCN(C(=O)c4ccco4)CC3)cc2)c1 | 11% | 10% | ? | -13% | 0% | -9% | -26 | 8% | 6% |
| 18 | O=C(O)c1cccc(N2C(=O)CSC2c2c(F)cccc2Cl)c1 (stereo unspecified) | 10% | 12% | 3% | -11% | -1% | -3% | 8 | 4% | -3% |
| 19 | CN(C)Cc1c(O)ccc2cc(-c3nc4ccccc4n3C)c(=O)oc12 | 3% | 17% | 0% | 7% | 3.7µM* | 7% | 28 | -11% | 5.8µM* |
| 20 | O=c1oc2cc(O)ccc2s1 | -26% | -10% | ? | 0% | -4%&5% | ? | -1 | 4% | ? |

An excerpt from above, reduced to ATXN2 expr inh.
No.	SMILES	ATXN2 expr inh
2	CCCOc1ccc(F)cc1-c1cc(C(=O)NCc2cccc(Cl)c2)[nH]n1	-29%
13	Cc1cc(C)cc(NC(=O)Cn2nnc(C(=O)NCCc3ccccc3)c2N)c1	5%&-21%
4	CC1(C)Oc2nc3ccccc3n2/C1=C\C#N	0%
7	CCCn1c(C)cc(=O)c2cc(NC(=O)c3ccccn3)ccc21	-9%
15	COc1cc(C(=O)NCc2nnc(SCC(=O)N3CCCCCC3)o2)cc(OC)c1OC	5%
10	COC(=O)[C@@H]1C[C@@H]2CC[C@@H](O)C[C@@H]2N1Cc1ccc(OC)cc1	12%

Another view of 2 compounds above.
Order of values – HT1080NT lethal	HT1080 IDH1KD tx	KB-V1 MDR tox	KB-3-1 cytotox	SW480 rerep	ATXN2 expr inh	IL-1B inflam inh	WRN helicase inh	MCF10A rereplic
5: CC(C)C[C@@H]1COc2cc(N(C)CCO)ccc2S(=O)(=O)N1
→ 9%	7%	?	-1%	.	14%	-11	-6%	.
14: CCOC(=O)N1CCN(C(=O)CSc2ccc3nnc(CCNC(=O)c4ccccc4)n3n2)CC1
→ -1%	1%	3%	1%	-7%	11%	3	1%	6%

From PubChem
